HSF1 inh: HSF1 inhibition. activity change, negative = inhibition, % at 7.5 µM (by protocol). NIH3T3-HGL HSE-luciferase, MG132-induced, luminescence 8 h; hits give low values. AID 2098. 0.77% of 300,000 active;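 active = more than half of replicate wells show activity change below -50%, luminescence cut by over half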;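 note: luciferase reports HSF-1 transcriptional activity via heat shock element; 0% = median of DMSO wells and -100% = zero luminescence signal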
Dyrk1A ADPGlo: inhibitors of rat Dyrk1A kinase | Q63470 | ADP-Glo luminescence, NFATc1 peptide | inhibition, % at 12.5 µM | 0.43% of 310,000 active | AID 504441; in the data active = inhibition above about 50%;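 note: plate controls were vehicle with enzyme for no effect and no enzyme for full effect; many of its hits are not listed in these tables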
GSK3A inh: human GSK-3 alpha kinase inhibition; ADP-Glo luminescence, 60 min; P49840; 0.1% of 320,000 active; AID 2650; inhibition, % at 10 µM;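 in the data active = inhibition above about 50%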;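 note: GST-tagged GSK-3 alpha with peptide substrate and 25 µM ATP; 0% = DMSO neutral wells and 100% = GW8510 positive control wells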
Target sequence (P49840 whole entry, looked up): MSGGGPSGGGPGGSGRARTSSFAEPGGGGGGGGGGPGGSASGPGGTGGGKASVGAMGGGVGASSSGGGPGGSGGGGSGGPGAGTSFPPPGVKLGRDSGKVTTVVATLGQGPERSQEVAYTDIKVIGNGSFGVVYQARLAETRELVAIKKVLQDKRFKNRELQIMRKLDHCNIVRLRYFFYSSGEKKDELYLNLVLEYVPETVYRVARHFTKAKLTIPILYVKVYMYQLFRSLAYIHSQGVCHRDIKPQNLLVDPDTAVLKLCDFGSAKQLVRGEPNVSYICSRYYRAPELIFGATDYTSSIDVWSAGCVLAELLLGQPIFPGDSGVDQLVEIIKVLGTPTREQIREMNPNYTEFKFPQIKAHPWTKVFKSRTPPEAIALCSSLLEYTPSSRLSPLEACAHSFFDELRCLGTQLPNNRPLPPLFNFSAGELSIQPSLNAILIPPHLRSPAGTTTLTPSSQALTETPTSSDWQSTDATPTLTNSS
GSK3B inh: blocks human GSK3beta kinase activity; P49841; GST-GSK3beta kinase, ADP-Glo luminescence, 60 min; hits give low values; activity score (negative = inhibition), % at 10 µM; 0.038% of 300,000 active;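 active = more than half of replicate wells score below -50%, meaning over 50% inhibition versus plate controls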;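 note: 0% = median DMSO wells and -100% = median GW8510 positive control wells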
Target sequence (P49841 whole entry, looked up): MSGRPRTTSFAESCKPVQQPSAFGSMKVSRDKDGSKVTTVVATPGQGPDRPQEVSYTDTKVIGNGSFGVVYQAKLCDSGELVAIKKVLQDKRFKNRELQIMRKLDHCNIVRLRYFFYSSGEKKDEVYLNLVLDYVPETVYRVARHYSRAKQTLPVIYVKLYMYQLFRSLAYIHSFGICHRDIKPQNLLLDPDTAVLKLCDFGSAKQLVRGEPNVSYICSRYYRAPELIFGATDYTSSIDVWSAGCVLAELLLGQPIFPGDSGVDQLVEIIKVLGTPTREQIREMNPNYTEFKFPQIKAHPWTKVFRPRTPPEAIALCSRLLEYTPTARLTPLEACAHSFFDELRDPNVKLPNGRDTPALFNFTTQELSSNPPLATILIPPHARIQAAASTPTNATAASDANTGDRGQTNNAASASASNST
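Test system – GST-tagged human GSK3beta kinase, cell-free · Incubation – 60 min enzyme reaction, room temperature · Signal – ADP-Glo luminescence · Also added – peptide substrate and ATP at 25 µM · Controls – DMSO neutral wells and GW8510 at 20 µM as positive · Buffer or medium – Tris/MgCl2 kinase buffer · Measure – Luminescence-derived activity versus plate DMSO and GW8510 wells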
HSP90 inh: HSP90 refolding inhibition in rabbit reticulocyte lysate | inhibition, % at 5.6 µM | 0.91% of 290,000 active | luciferase refolding luminescence, 3 h;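 active = inhibition above the screen-wide mean plus 3 SD, computed separately per campaign, cut at about 16% in these data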;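 note: 0% = DMSO wells and 100% = 60 µM geldanamycin wells; inhibitors lower the luminescence because luciferase stays unfolded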
HSF-1 act: increases HSF-1 driven luciferase reporter signal; NIH3T3-HGL HSF-1 luciferase reporter, MG132, 8 h; 100% = twice DMSO control signal; activation, % at 9 µM; 1.7% of 300,000 active; AID 504408;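 active = mean replicate activation of at least 50% with a set share of replicates each reaching 50%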;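 note: 0% = median of the neutral control wells and 100% = twice that signal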
aSyn UTR inh: MLPCN primary screen, SNCA 5' untranslated region. alpha-synuclein 5'UTR reporter, inhibitor activity. inhibition, % (tested at 7.5 µM). 0.82% of 300,000 active; in the data active = inhibition above about 60%;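 note: H4 neuroglioblastoma cells stably carrying SNCA 5'UTR luciferase fusion; 0% = DMSO wells and 100% = positive control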
Platelet DG rel: platelet dense granule release activity | 0.22% of 300,000 active | human platelet-rich plasma, SFLLRN dense granule ATP release, luminescence | inhibition, %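 (compounds screened at 7.5 µM in platelet-rich plasma)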 | AID 1663;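 active = mean replicate score, as percent of positive control, at or above 50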
IEC-6 tox: IEC-6 cytotoxicity, counter-screen for KLF5 inhibitors | luminescence viability | inhibition, % at 5 µM | 0.78% of 290,000 active | AID 1825; in the data active = inhibition above about 22%;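 note: 0% = plate median of test compound wells and 100% = cytotoxic reference compound wells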
KLF5 inhibitor: inhibitors of KLF5 expression. AID 1700. inhibition, % at 5 µM. 0.23% of 290,000 active. DLD-1 KLF5 promoter-luciferase reporter, luminescence;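 active = inhibition above a per-plate limit of that plate's mean compound inhibition plus 3 SD, cut at about 60% in these data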;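 note: 0% = DMSO wells and 100% = LY294002 at 200 µM; higher means less KLF5 promoter-driven luciferase light; inactives centre near -14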
Starred values were filed as active, the others as inactive; / = not tested or not shown; & = joins results of further samples.

SMILES	HSF1 inh	Dyrk1A ADPGlo	GSK3A inh	GSK3B inh	HSP90 inh	HSF-1 act	aSyn UTR inh	Platelet DG rel	IEC-6 tox	KLF5 inhibitor
CC(=O)Nc1ccc(NC(=O)CS(=O)(=O)Cc2ccccc2)cc1	-6	-7	-3	2	1	-8	7	-12	1	-23
CCC(=O)Nc1cccc(NC(=S)NC(=O)c2ccc(C)cc2)c1	14	-1	0	-2	-4	35	-156	-6	-1	-77
Cc1ccccc1CSCC(=O)NC(=O)NC(C)(C)C	1	/	2	-1	7	5	16	-6	2	-25
COc1ccc(NC(=O)CC2C(=O)N(c3ccc(F)cc3)C(=S)N2NC(=O)c2ccccc2)cc1 (stereo not drawn)	9	-2	2	0	3	11	17	-1	-3	2
CCOC(=O)N1CCN(C(=O)Cc2ccc(-n3c(=O)[nH]c4ccccc4c3=O)cc2)CC1	0	1	-1	0	4	2	-9	4	-3	-19
Cc1ccc(NC(=O)CCC(=O)c2cccs2)c(O)c1	4	/	0	-2	3	-8	-80	0	7	-77
Cc1ccc(CNC(=O)c2ccc3c(c2)S(=O)(=O)c2ccccc2C3=O)o1	0	7	-3	0	/	3	-6	1	/	/
CN(CC(=O)N1CCCC1)S(=O)(=O)c1ccc2ccccc2c1	5	5	-1	1	1	15	3	-3	-8	-1
Cc1cc(C)n(-c2cc(C(C)(C)C)nc3c(-c4ccc(Cl)cc4)cnn23)n1	1	-4	3	/	2	21	-44	4	7	-11
O=C(Nc1nnc(CCOCCOCCc2nnc(NC(=O)c3ccco3)s2)s1)c1ccco1	/	-2	-1	0	-3	/	11	-5	-4	-51
Cc1ccccc1OCc1n[nH]c(=S)n1Cc1ccccc1	5	6	0	1	12	23	28	-12	3	-16
COC(=O)c1sccc1NC(=O)c1ccc(Cl)s1	0	-5	-1	3	5	-9	-40	-7	3	-1
O=C(Cc1cn2ccsc2n1)Nc1nc2c(s1)CCCC2	2	-5	-1	0	0	-8	-7	-2	0	-6
Fc1cccc(CSc2nc3ccncc3[nH]2)c1	8	7	0	1	4	14	-80	3	3	-26
CCC(=O)NC1=C(NC(C)c2ccccc2)C(=O)c2ccccc2C1=O (stereo not drawn)	-3	-4	-3	-1	2	1	24	7	9	-26
COc1c(C(=O)NNC(=O)c2ccccc2Cl)csc1Br	16	-1	-1	0	0	30	-85	-2	2	-134
CCc1nn(-c2ccccc2)c2c1-c1cc(OC)c(OC)cc1C1(N2)C(=O)Nc2ccccc21 (stereo not drawn)	-11	-5	-1	1	8	1	10	14	2	-25
Cc1cc2c(cc1S(=O)(=O)NCC(C)c1ccccc1)n(C)c(=O)c(=O)n2C (stereo not drawn)	-1	-16	3	0	-1	-12	6	-3	0	-19
Cc1ccc(-c2noc(CCC(=O)Nc3cc(C)ccn3)n2)cc1	27	-1	-3	-3	-3	69*	-26	-4	0	-9
CC1CCCCC12NC(=O)N(CC(=O)OCC(=O)c1ccc(OC(F)F)cc1OC(F)F)C2=O (stereo not drawn)	10	-3	0	3	0	6	-9	24	-1	-33
O=S(=O)(NCC1OCCc2ccccc21)c1ccc(S(=O)(=O)N2CCOCC2)cc1 (stereo not drawn)	1	14	-1	5	-1	-3	3	2	0	-20
CCN1CCC(NC(=O)Nc2ccc(F)cc2F)CC1	-13	8	-1	-1	3	14	-8	8	4	-6
O=C(NC1(C(F)(F)F)N=C2SCCN2C1=O)C1CCCCC1 (stereo not drawn)	0	-2	-2	1	2	-6	-9	4	2	-15
CCN(CC)CCNC(=O)CS(=O)Cc1nc(-c2ccccc2Cl)oc1C (stereo not drawn)	-1	-2	0	0	0	-15	27	-9	3	-39
Cc1c(C(=O)NN2CCOCC2)oc2c1ccc1ccccc12	15	4	1	0	-3	15	-8	-5	-1	-17
COc1ccc(S(=O)(=O)Nc2cccnc2)cc1	2	16	-1	-2	-2	-2	-13	-18	-1	-21
Nc1c(C(=O)c2ccccc2)oc2ccc([N+](=O)[O-])cc12	11	-2	-1	2	-3	8	-110	-1	-9	-44
COc1ccc(OC)c(NC(=O)Cn2c(=O)n(CC(=O)NCc3ccco3)c(=O)c3ccccc32)c1	1	-5	0	-3	3	3	4	2	2	-31
Cc1noc(C)c1S(=O)(=O)N(C)Cc1ccccc1	-4	0	-2	1	-4	2	-40	-4	-3	-30
COc1c(C(=O)Nc2ccc(Br)cn2)ccc2ccccc12	7	2	-2	-3	-4	33	-167	-2	9	-117
CN1C(=O)C(C)(C)c2cc(S(=O)(=O)N3CCN(c4cccc(Cl)c4)CC3)ccc21	7	-4	-1	-2	-7	11	1	1	-7	6
CN(C(=O)CS(=O)(=O)c1cn(CC(=O)N2CCCCC2)c2ccccc12)c1ccccc1	4	1	1	-1	1	3	-1	-2	2	-18
Cc1ccc(C2(C)NC(=O)N(CC(=O)NCc3cccs3)C2=O)cc1 (stereo not drawn)	3	-2	2	-1	-5	-5	10	-2	0	-7
CC(=O)Nc1ccc(NC(=O)CC2Nc3cccc4cccc(c34)NC2=O)cc1 (stereo not drawn)	-1	-1	3	-3	7	7	33	-22	-16	-11
COc1ccc(C(C)C)cc1S(=O)(=O)Nc1ccccn1	-4	5	-4	2	-1	-3	16	13	-1	0
Cc1cc(S(=O)(=O)N2CCOCC2)ccc1OCC(=O)N1CCC(C)CC1	1	-4	2	3	-3	-13	19	-1	-4	-29
CCOC(=O)N1CCC(N2Cc3cccc(C(=O)N4CCN(C5CCCCC5)CC4)c3C2=O)CC1	1	-1	0	1	-1	-14	-4	5	-6	-26
CC(=O)Nc1ccc(S(=O)(=O)NC2=C(N3CCN(Cc4ccccc4)CC3)C(=O)c3ccccc3C2=O)cc1	21	9&1	5	-1	4	36	1	-3	10	-29
CCc1ccccc1NC(=O)CCC(=O)Nc1nnc(C(C)C)s1	4	0	-3	2	-4	0	12	-4	8	-7
O=C(NCCc1ccc(Cl)cc1)c1ccc(CS(=O)Cc2ccccc2Cl)o1 (stereo not drawn)	17	9	2	-2	-3	7	25	-1	-2	-35
CN(C)c1ccc(N2C(=NC(=O)C3CCCO3)SC3CS(=O)(=O)CC32)cc1 (stereo not drawn)	-4	4	-2	-3	4	-8	-55	0	-1	-39
CC(C)CC(=O)Nc1ccccc1N1CCN(C(=O)c2ccccc2)CC1	-3	-6	0	0	3	-5	11	-3	9	-37
CC(C)Cn1c(NCCN(C)C)nc2c1c(=O)[nH]c(=O)n2C	-4	0	-2	-5	2	-11	-1	0	1	-17
COCC(C)NC(=O)c1ccc(N(C)C)cc1 (stereo not drawn)	-11	3	2	-3	3	-31	-2	0	8	13
CC1(/[N+]([O-])=C/c2ccc(Cl)cc2Cl)CCCCC1=O (stereo not drawn)	-2	3	-3	4	-1	11	3	2	0	-3
Cc1cc(C)c2c(n1)sc1c(N3CCN(CCO)CC3)ncnc12	1	3	-3	/	2	-10	15	11	13	8
Clc1cccc(C2CCN(Cc3nc(CC4CC4)no3)C2)c1 (stereo not drawn)	4	3	0	2	3	1	0	-2	-1	-1
O=C(NCCS(=O)(=O)NCc1ccco1)c1ccccc1	-7	3	-1	1	/	-1	-11	-4	/	/
COC(=O)Cn1c(CN2CCN(C(=O)c3ccco3)CC2)nc2c1c(=O)n(C)c(=O)n2C	0	0	0	-3	3	8	-9	-7	-2	-1
COc1ccc2c(c1OC)C(=O)N1C2SC[C@H]1C(=O)NC1CC1 (stereo partly drawn)	-1	6	2	2	-1	6	22	11	3	7
CCn1c(SCC(=O)NCc2ccc3c(c2)OCO3)nnc1-c1ccncc1	-3	-1	0	-2	-1	-8	-21	-21	-3	-10
NC(=O)c1c(NC(=O)c2cccs2)sc2c1CCCCCC2	21	0	-8	-2	4	11	-122	4	4	-121
CCOc1ccc(OCc2ccc(C(=O)Nc3ccc(Cl)cn3)o2)cc1	4	0	-2	1	13	3	-10	-1	0	-38
CCN1CCCC1CNC(=O)CSCc1nc(-c2ccccc2C)oc1C (stereo not drawn)	2	4	-3	3	1	6	-3	-4	2	-44
COc1cc(C(=O)NCC(=O)N/N=C/c2ccccn2)cc(OC)c1OC	0	-2	-3	-4	1	-20	-11	0	-2	-3
O=C(NCCc1ccccn1)c1cc(-c2ccc(Cl)c(Cl)c2Cl)nc2ccccc12	1	-1	0	0	-3	20	27	7	-4	-30
O=C(c1ccccc1)c1nc2c(n1O)CCCCC2	10	7	-2	-4	-3	-4	-56	4	-5	-18
O=C(NP(=O)(N1CCOCC1)N1CCOCC1)C1=C(N2CCOCC2)/C(=C\c2ccccc2)CC1	7	-5	-7	1	3	6	-27	-9	4	-28
Brc1ccc(C2Nc3cccc4cccc(c34)N2)s1	/	3	-1	/	8	/	/	/	-2	-2
Cc1ccc(C)c(Oc2cc(F)nc(N)n2)c1	-4	1	-1	0	-3	-1	19	0	-2	-5

HSF-1 act: what is marked active above
SMILES	HSF1 inh	Dyrk1A ADPGlo	GSK3A inh	GSK3B inh	HSP90 inh	HSF-1 act	aSyn UTR inh	Platelet DG rel	KLF5 inhibitor
Cc1ccc(-c2noc(CCC(=O)Nc3cc(C)ccn3)n2)cc1	27	-1	-3	-3	-3	69*	-26	-4	-9

Returning to the listing, starting two compounds before the break.
SMILES	HSF1 inh	Dyrk1A ADPGlo	GSK3A inh	GSK3B inh	HSP90 inh	HSF-1 act	aSyn UTR inh	Platelet DG rel	IEC-6 tox	KLF5 inhibitor
Brc1ccc(C2Nc3cccc4cccc(c34)N2)s1	/	3	-1	/	8	/	/	/	-2	-2
Cc1ccc(C)c(Oc2cc(F)nc(N)n2)c1	-4	1	-1	0	-3	-1	19	0	-2	-5
CCc1ccc(N2C(=O)C3NN=C(C(=O)OCc4ccccc4)C3C2=O)cc1 (stereo not drawn)	1	-4	0	-6	-1	-3	8	0	3	2
CCC1CCCCN1CCCNC(=O)c1csc2c1CCCCC2 (stereo not drawn)	-1	-8	-33	2	-3	10	-25	-20	-5	-9
Cc1ccc(NC(=S)Nn2cnnc2)cc1	/	3	3	0	-2	/	-18	8	0	3
Cc1[nH]n(-c2ccccc2)c(=O)c1C(c1ccccc1[N+](=O)[O-])C(C#N)C#N (stereo not drawn)	2	-2	-4	-3	28*	-3	13	-1	0	0
Cn1c(Oc2ccccc2)c(C=O)c2ccccc21	-1	30	-1	-12	-4	3	22	-72	2	-62
Cc1cccc(-c2noc(CCC(=O)Nc3ccc(C(N)=O)cc3)n2)c1	9	/	0	2	-1	11	-17	-10	1	-25
COc1ccc(OC)c(S(=O)(=O)N(C)CC(=O)N2CCN(c3ccc(F)cc3)CC2)c1	1	-5	-1	2	-4	0	25	-4	-5	-14
O=C1CCc2cc(S(=O)(=O)N3CCC(C(=O)NC4CCCC4)CC3)ccc2N1	-4	-5	3	-1	0	2	15	4	-2	-1
CCc1nc(N=Nc2c(O)[nH]c3ccccc23)c2c3c(sc2n1)CCC3	-12	-7	0	0	-5	-1	43	0	3	-26
COc1ccc(NC(=O)CSCC(=O)Nc2ccccc2N2CCCC2)cc1	-2	9	-1	-3	/	-7	0	4	/	/
COc1ccc(-n2c(C)c([N+](=O)[O-])c3ccc(O)c(CN(C)C)c32)cc1	-8	3	22	-13	2	-15	-10	4	-2	7

Assay outcomes: PubChem BioAssay, several laboratories

Only part of the results is shown. The share of hits here may be higher or lower than overall.
